High-throughput results (PubChem BioAssay)
CAL PDZ FP-1 – untagged CAL PDZ binding inhibitors, primary screen, biochemical, fluorescence polarization, HTS. Golgi-associated PDZ and coiled-coil motif-containing protein (Homo sapiens), Q9HD26. purified CAL PDZ, TMR-peptide fluorescence polarization, 1 h. inhibition, % at 24.9 µM. hit rate 0.92% among 300,000. AID 602252, 2012;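 active = mean inhibition of at least 30% with at least half of replicates also reaching 30%; inconclusive = no clear call, values can overlap the other calls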;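 note: 0% = DMSO neutral control and 100% = excess unlabeled competitor peptide PRC23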
CAL PDZ FP-2 – CAL PDZ peptide-binding inhibitors, primary screen, biochemical, fluorescence polarization, Cer-tagged CAL PDZ, HTS | Golgi-associated PDZ and coiled-coil motif-containing protein (Homo sapiens), Q9HD26 | purified CAL PDZ, TMR-peptide fluorescence polarization, 1 h | inhibition, % at 20 µM | hit rate 0.02% among 330,000 | AID 504414, 2011;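 active = highest replicate inhibition of at least 40%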;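 note: plate controls were DMSO neutral control wells for no effect and unlabeled competitor peptide control wells for full effect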
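Assay system – tagged CAL PDZ protein CerCALP, purified · Timing – 1 h at RT · Compound – single point, 20 µM · Measured by – fluorescence polarization from S- and P-plane intensities, G-factor corrected · Evaluation – inhibition from polarization loss · Probe or stimulus – TMR reporter peptide T*-PRC34 · Buffer or medium – pH 7.4 phosphate-saline buffer, reducing agent, detergent, IgG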
MITF act – activators of MITF-driven TRPM1 promoter reporter, primary screen, cell-based, SK-MEL-5, luciferase, single point | SK-MEL-5 TRPM1-promoter luciferase, 24 h; % of positive control, neutral wells = 0 | activation, % at 12.5 µM | hit rate 0.75% among 300,000;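 active = mean activation of at least 80% with every replicate also reaching 80%; inconclusive = mean reaches 80% but some replicate falls short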;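 note: 0% = neutral control wells and 100% = parthenolide positive control wells; values of inactives mirror those of a sister screen read the other way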
NSD2 HMT inh – NSD2 histone methyltransferase inhibitors, primary screen, biochemical, AlphaScreen, single concentration, set 2; hit rate 0.54% among 310,000; NSD2 peptide methylation, 120 min; inhibition, % at 12.5 µM; in the data active = inhibition above about 50%
PfHsp90 yeast 2 – growth inhibition of PfHsp90-expressing yeast, primary screen, antimalarial PfHsp90 inhibitor project, S. cerevisiae, BacTiter-Glo luminescence, single point, set 2 | BacTiter-Glo ATP, 48 h; yeast lacking PDR1 and PDR3 efflux regulators | inhibition, % at 9.4 µM | hit rate 0.32% among 310,000;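 active = every replicate shows inhibition above about 80%, whatever the replicate mean, limit read from the data; inconclusive = mean inhibition reaches the set limit but some replicate falls short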;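 note: 0% = DMSO neutral controls and 100% = 20 µM radicicol positive controls; yeast relying on Plasmodium falciparum Hsp90 in place of its own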
PvdQ inh – P. aeruginosa PvdQ acylase inhibitors, primary screen, biochemical, fluorescence, plate reader and imaging, single point; PvdQ acylase [Pseudomonas aeruginosa LESB58]; purified PvdQ acylase; inhibition, % at 10 µM; hit rate 0.063% among 340,000; AID 488965, 2010; in the data active = inhibition above about 30%, passing the limit was not always enough; inconclusive = no clear call, values can overlap the other calls;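 note: 0% = vehicle neutral wells and 100% = reference inhibitor wells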
SR-BI uptake up – activators of SR-BI mediated DiI-HDL uptake, primary screen, ldlA[mSR-BI] CHO cells, DiI fluorescence | activation, % at 12.5 µM | AID 504775, 2011 | 3 h; 100 = double the neutral-control signal | hit rate 0.096% among 320,000;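 active = mean replicate activation of at least 60% and every replicate at or above 60%; inconclusive = mean or all-replicate condition met, but not both; inactive = mean below 60% and not all replicates reaching 60%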;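 note: 0% = median plate neutral-control signal and 100% = twice that signal; values of inactives mirror those of a sister screen read the other way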
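Material: SR-BI-overexpressing, LDLR-lacking CHO cells | Dosing: Single compound concentration, delivered by pin transfer | Probe or stimulus: Labelled HDL, 10 µg/mL | Signal: Bottom-read cell fluorescence after medium removal, ex 550/em 595 nm | Schedule: 3 h, 37 °C | Evaluation: HDL uptake via cellular fluorescence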
SR-BI DiI inh – inhibitors of SR-BI mediated HDL lipid uptake, primary screen, ldlA[mSR-BI] cells, fluorescence, single point. Scavenger receptor class B member 1 (Mus musculus), Q61009. ldlA[mSR-BI] CHO cells, DiI-HDL uptake fluorescence, 3 h. inhibition, % at 12.5 µM. hit rate 0.96% among 320,000;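 active = mean replicate inhibition of at least 70% and a set share of replicates each scoring 70 or more; inconclusive = meets just one of the two criteria; inactive = fails both criteria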;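 note: 0% = median of neutral control wells and 100% = median of positive control wells; values of inactives mirror those of a sister screen read the other way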
dFosB activator – activators of delta FosB homodimer, primary screen, biochemical, fluorescence polarization, TAMRA-CDK5 oligo, single point; hit rate 0.99% among 340,000; Protein FosB (Mus musculus), P13346; purified delta FosB; percent of positive-control signal above neutral wells; activation, % at 25 µM; AID 493131, 2011;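 active = mean activation above about 17%, with every replicate also reaching it, limit read from the data, passing the limit was not always enough; inconclusive = only one of the two conditions met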;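 note: fluorescence polarization rise as delta FosB binds a TAMRA Cdk5 AP-1 oligo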
Target sequence (P13346 whole entry, looked up): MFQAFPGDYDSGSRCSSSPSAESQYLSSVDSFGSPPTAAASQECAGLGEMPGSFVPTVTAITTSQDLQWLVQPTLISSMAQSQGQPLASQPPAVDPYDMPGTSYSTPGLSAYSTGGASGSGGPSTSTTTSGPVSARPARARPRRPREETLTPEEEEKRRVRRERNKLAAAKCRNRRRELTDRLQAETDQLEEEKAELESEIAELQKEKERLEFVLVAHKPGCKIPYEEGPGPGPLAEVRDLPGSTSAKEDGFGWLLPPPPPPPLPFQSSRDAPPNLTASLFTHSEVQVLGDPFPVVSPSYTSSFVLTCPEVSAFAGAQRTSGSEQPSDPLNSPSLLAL
Rtt109 Vps75 – inhibitors of C. albicans Rtt109/Vps75 HAT, primary screen, biochemical, ThioGlo CoA-SH fluorescence, plate reader | Histone acetyltransferase RTT109 (Candida albicans (strain SC5314 / ATCC MYA-2876)), … | purified Rtt109/Vps75, 4 h | inhibition, % at 34.9 µM | hit rate 0.16% among 330,000 | AID 540336, 2011;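 active = inhibition of at least 50% in every replicate; inconclusive = best replicate reaches 50% inhibition but some replicates fall short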
Target sequence (Q5AAJ8 whole entry, looked up): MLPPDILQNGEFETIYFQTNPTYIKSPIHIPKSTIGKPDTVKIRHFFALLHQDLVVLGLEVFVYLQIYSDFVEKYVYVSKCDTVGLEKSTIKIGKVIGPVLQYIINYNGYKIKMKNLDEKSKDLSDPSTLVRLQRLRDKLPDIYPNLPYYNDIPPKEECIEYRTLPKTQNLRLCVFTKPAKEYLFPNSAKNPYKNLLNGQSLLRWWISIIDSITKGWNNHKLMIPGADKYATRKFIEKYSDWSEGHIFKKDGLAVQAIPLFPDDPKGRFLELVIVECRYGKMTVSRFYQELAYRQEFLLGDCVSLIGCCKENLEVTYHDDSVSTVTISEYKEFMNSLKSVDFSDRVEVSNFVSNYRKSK
* = called active by the depositor; u = inconclusive; x = no result given. Rows were taken by chance; about 4.3% have a hit in one of these screens.

SMILES	CAL PDZ FP-1	CAL PDZ FP-2	MITF act	NSD2 HMT inh	PfHsp90 yeast 2	PvdQ inh	SR-BI uptake up	SR-BI DiI inh	dFosB activator	Rtt109 Vps75
Cc1ccc(SCc2cc(=O)[nH]c(N3CCN(Cc4ccccc4)CC3)n2)cc1	-5.4	-0.3	-8.6	0.1	10.8	-16.9	-7.1	7.1	-3.7	-8.1
Cc1ccc(C(=O)N(CCN2CCCCC2)CC2CCCN(C3CCCC3)C2)s1 (configuration not stated)	-1.4	-1.3	95.3*	9.2	-0.1	-2.3	12.4	-12.4	-5.3	2.7
O=c1c2nncn2c2cc(C(F)(F)F)ccc2n1CCNc1ncc(C(F)(F)F)cc1Cl	-0.7	-2.8	-3.1	2.3	-3.9	-9.9	x	x	u	2.8
Cc1ccsc1/C=N/n1c(-c2cccnc2)n[nH]c1=S	-1.4	-2.2	x	1.8	x	1.4	28.7	-28.7	5.9	x
COc1ccc(NC(=O)CN(C)S(=O)(=O)c2cccc3cccnc23)cc1	x	0.4	-3.1	x	11.3	12.8	-8.6	8.6	5.0	13.9
CCc1ccc(N=CC2=C(O)CC(c3ccco3)CC2=O)cc1 (configuration not stated)	x	-1.2	23.2	-1.2	37.1	-6.4	8.0	-8.0	-7.9	6.5
CCNC(=S)N1CCn2cccc2C1c1ccc(F)cc1 (configuration not stated)	-7.8	0.0	2.3	3.1	-12.1	-4.7	22.3	-22.3	-2.6	-4.8
CCN(CC(=O)Nc1ccc(NC(C)=O)cc1)C(=O)/C=C/c1ccc([N+](=O)[O-])cc1	-3.7	-2.4	11.7	-0.9	14.0	-17.0	-39.9	39.9	4.1	-5.4
Cc1csc(NC(=O)CCc2nc3ccccc3s2)n1	-2.9	-4.1	14.8	-1.2	-17.7	-8.2	x	x	-13.2	10.1
Cc1cccc(OC(C)C(=O)NC2CCS(=O)(=O)C2)c1C (configuration not stated)	-0.5	-3.0	-14.4	0.1	8.1	-6.3	6.2	-6.2	-8.7	-8.5
O=C(O)c1ccccc1NC(=O)C1CCN(S(=O)(=O)c2cccc3nsnc23)CC1	-0.2	-2.6	-14.7	-0.9	12.0	1.5	-5.6	5.6	-3.2	0.2
CCN(Cc1ccccc1)C(=O)c1c(-c2ccccc2Cl)noc1C	-0.9	-1.0	-1.7	-2.2	-0.2	-1.0	-25.5	25.5	-0.3	-0.5
CCOc1ccccc1Nc1ccc2nonc2c1[N+](=O)[O-]	0.0	-0.7	6.2	32.2	19.5	1.4	-38.1	38.1	2.2	1.5
COc1cc(/C=N/NC(=O)CNC(=O)/C=C/c2ccco2)cc(OC)c1OC	-3.5	-3.5	x	8.4	5.0	8.9	x	x	-0.5	0.2
COc1cccc(C(=O)NC(=S)Nc2cccnc2)c1	-2.6	-0.4	16.3	-0.1	19.6	-0.4	-7.3	7.3	-6.0	-11.0

Complete entries as entered above. Order of values: CAL PDZ FP-1 | CAL PDZ FP-2 | MITF act | NSD2 HMT inh | PfHsp90 yeast 2 | PvdQ inh | SR-BI uptake up | SR-BI DiI inh | dFosB activator | Rtt109 Vps75
Record of COc1cc(/C=N/NC(=O)CNC(=O)/C=C/c2ccco2)cc(OC)c1OC → -3.5 | -3.5 | x | 8.4 | 5.0 | 8.9 | x | x | -0.5 | 0.2
Record of Cc1csc(NC(=O)CCc2nc3ccccc3s2)n1 → -2.9 | -4.1 | 14.8 | -1.2 | -17.7 | -8.2 | x | x | -13.2 | 10.1
Record of Cc1cccc(OC(C)C(=O)NC2CCS(=O)(=O)C2)c1C (configuration not stated) → -0.5 | -3.0 | -14.4 | 0.1 | 8.1 | -6.3 | 6.2 | -6.2 | -8.7 | -8.5

(list continues)
SMILES	CAL PDZ FP-1	CAL PDZ FP-2	MITF act	NSD2 HMT inh	PfHsp90 yeast 2	PvdQ inh	SR-BI uptake up	SR-BI DiI inh	dFosB activator	Rtt109 Vps75
CCOC(=O)c1c(NC(=O)C(C)N2CCN(C(=O)c3ccco3)CC2)sc2c1CCCC2 (configuration not stated)	-4.0	0.2	-5.9	20.0	-32.7	6.3	-24.4	24.4	-3.5	14.9
COc1ccc(C2=Nn3c(nnc3-c3ccccc3OC)SC2)cc1OC	-8.5	-5.1	x	x	6.5	5.3	9.1	-9.1	-13.4	6.0
Cc1nc(-c2ccccc2)nc(Cl)c1Cl	-3.0	1.0	-14.6	-2.0	-10.4	-8.3	16.5	-16.5	6.2	-4.5
CCCC(=O)NCCCc1nc2ccccc2n1C(C)C	-3.0	0.7	-2.5	x	8.7	-0.8	21.8	-21.8	-0.7	-4.4
O=C(CSc1nnc(CNC(=O)c2cccc(C(F)(F)F)c2)o1)NCc1ccco1	x	0.1	10.0	1.8	3.5	-9.1	12.9	-12.9	-5.6	-0.9
O=C1/C(=C/c2ccccn2)SC(=S)N1N1CCOCC1	-0.4	-0.4	9.8	-2.2	-39.6	-7.0	0.9	-0.9	-2.5	-0.1
C=CCn1c(COc2ccccc2)nnc1SCC(=O)Nc1ccc2c(c1)OCCO2	-1.5	-0.3	7.6	1.9	15.7	12.5	-12.9	12.9	-8.4	7.2
COc1ccc2nc(-c3ccccc3)nc(SC)c2c1	-4.8	-0.2	27.2	x	12.3	0.7	-22.5	22.5	-3.2	-6.5
Cc1cc(C(F)F)n2nc(C(=O)Nc3cc(C)on3)nc2n1	-0.9	-0.2	7.1	20.6	9.3	-3.0	-3.7	3.7	1.3	-9.0
CCCNC(=O)c1onc(CSc2ccccc2)c1C(=O)NCCC	-3.9	-1.6	2.6	x	8.9	-11.8	6.5	-6.5	-6.3	-5.7
CCc1oc2ccccc2c1C(=O)CCN1CCCCC1	-2.7	0.2	-3.7	6.4	3.4	8.6	28.5	-28.5	-2.0	14.3
COc1ccc(-c2nnn3c2nc(NCc2ccccc2)c2ccccc23)cc1	-1.1	-1.6	-0.5	-4.0	-13.6	-12.4	6.8	-6.8	-8.8	-6.4
COc1ccccc1N1CCN(C(=O)c2ccc3[nH]c(C)c(C)c3c2)CC1	-4.4	-2.0	-24.6	11.2	-27.7	-13.4	-11.2	11.2	-1.7	-14.3
COc1ccc(CCNC(=O)CCNS(=O)(=O)c2cccc(Cl)c2)cc1OC	0.2	-2.1	6.1	-1.5	-21.1	8.4	x	x	3.9	9.9
Cc1ccc(C)c(N2CCN(C(=O)CN3C(=S)NC(C)(C)CC3C)CC2)c1 (configuration not stated)	17.9	-1.1	-7.1	-1.7	14.5	-3.9	-58.5	58.5	-6.1	-5.4
O=C(O)CCn1cc(/C=N/O)c(-c2cccc([N+](=O)[O-])c2)n1	-0.8	-0.8	-2.2	0.6	-12.8	3.3	14.4	-14.4	4.5	40.0
CCOc1ccccc1CN1CCN(CC2CC2)CC1CCO (configuration not stated)	-0.8	-0.5	x	8.3	-7.0	-10.2	18.8	-18.8	1.4	-2.4
COc1ccc2cc(CCl)c(Cl)nc2c1	-2.1	-1.6	-6.8	-0.8	13.0	-5.3	-2.2	2.2	0.2	-1.3
Cc1nc([N+](=O)[O-])nn1C12CC3CC(CC(Br)(C3)C1)C2	-4.1	-1.8	-6.5	0.4	5.2	4.0	7.6	-7.6	0.5	-3.1
O=C(NCCS(=O)(=O)c1ccc(Cl)cc1)c1ccc(F)cc1	-1.8	0.3	-16.8	1.4	26.1	-13.0	15.1	-15.1	-2.3	3.0
COc1cc2c(cc1OC)C(C)N(C(=O)c1cc3c(C)cc(C)cc3[nH]1)CC2 (configuration not stated)	-8.6	-0.8	-35.3	x	-13.5	-14.9	-18.9	18.9	-1.2	1.7
Cc1c(NC(=O)c2ccc(CN3CCc4ccccc4C3)cc2)c(=O)n(-c2ccccc2)n1C	-8.9	-0.2	x	-2.6	x	-11.7	-24.0	24.0	-6.2	3.9
O=[N+]([O-])c1ccc(C=Nc2ccc(Cl)c([N+](=O)[O-])c2)s1	3.7	-0.1	-69.9	x	106.3*	-11.4	27.5	-27.5	2.4	6.7
COc1ccc(NC(=S)NCCc2ccccc2OC)c(OC)c1	-8.9	-0.2	18.6	3.8	17.9	-0.5	-21.2	21.2	-6.4	2.9
O=C(c1ccc(S(=O)(=O)N2CCCCC2)cc1)N(c1ccccn1)C1CCCCC1	x	-2.9	1.3	-1.6	17.6	-4.4	x	x	-8.7	-1.9
Cc1ccc(N2C(=O)c3ccccc3C2C(=O)c2ccc(C)c(C)c2O)cc1 (configuration not stated)	-4.8	-1.1	7.2	-0.6	26.9	0.6	-9.2	9.2	-6.1	10.1
Cn1c(-c2cc3ccc(OC(=O)C(C)(C)C)cc3oc2=O)nc2ccccc21	-3.4	-0.9	54.5	-3.0	-6.6	6.2	19.5	-19.5	-0.7	-14.7
O=C(CCCCC(=O)OC1CCCCC1)OC1CCCCC1	-3.3	-0.3	8.5	35.5	7.2	0.4	-0.3	0.3	-10.6	4.5
CC(=NNC(=O)c1ccncc1)c1ccccc1O	-1.6	-3.4	-33.0	0.2	-23.6	-10.9	-55.4	55.4	-8.6	-0.5
Cc1cc2oc(=O)cc(COC(=O)c3n[nH]c4ccccc34)c2cc1C	-2.3	0.1	92.0*	25.1	-4.4	6.8	-36.0	36.0	-4.6	2.5
COc1cccc(-c2nc(CS(=O)CC(=O)NCc3ccc(F)cc3)c(C)o2)c1 (configuration not stated)	x	-0.8	10.9	0.6	1.3	11.0	-10.9	10.9	-3.3	-3.2
COc1cc(/C=C2/C(=N)N3N=C(CC(=O)N4CCOCC4)SC3=NC2=O)ccc1OCc1ccccc1F	-2.9	-0.2	6.6	x	-8.2	-14.2	2.2	-2.2	-10.4	6.4
CC(=O)Nc1sc(C)c(C)c1C(=O)OCC(=O)NCc1ccccc1	-2.5	-2.3	-17.5	-2.7	-7.0	2.7	3.2	-3.2	9.1	-0.9
